RGS4-Gao reg: modulators of RGS4 binding to Galphao, primary screen, biochemical, multiplexed bead flow cytometry; AID 1415, 2008; binding response (% of control), % at 10 µM; actives lie on both sides; hit rate 0.33% among 220,000; in the data active = binding response below about 49% or above about 150%; inactive = in between;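 also: fluorescent Galphao activated with aluminum fluoride binding bead-coupled RGS4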
Bim-Bcl-XL: inhibitors of Bim-Bcl-XL binding, primary screen, biochemical, multiplexed, bead flow cytometry, human Bcl-XL. Bcl-2-like protein 1 (Homo sapiens), Q07817. Bim peptide-Bcl-XL binding, fluorescence. inhibition, % at 10 µM. hit rate 0.04% among 190,000. AID 1007, 2008
Target sequence (Q07817 whole entry, looked up): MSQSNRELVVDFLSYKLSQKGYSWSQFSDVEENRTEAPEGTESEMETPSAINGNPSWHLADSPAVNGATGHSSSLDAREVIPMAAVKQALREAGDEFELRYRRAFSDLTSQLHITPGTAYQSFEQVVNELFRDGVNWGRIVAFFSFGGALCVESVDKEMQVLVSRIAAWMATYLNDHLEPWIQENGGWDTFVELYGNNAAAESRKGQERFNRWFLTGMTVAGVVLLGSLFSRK
RGS8-Gao: RGS8-Galphao binding modulators, primary screen, biochemical, multiplexed bead flow cytometry; Guanine nucleotide-binding protein G(o) subunit alpha (Homo sapiens), P09471; actives lie on both sides; response (percent of control binding), % at 10 µM; hit rate 0.34% among 220,000; in the data active = response below about 60% or above about 140%; inactive = in between;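 also: Galphao activated as the GDP aluminium fluoride complex binding bead-coupled RGS8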
RGS7-Gao reg: RGS7-Galphao binding modulators, primary screen, biochemical, multiplexed bead flow cytometry. Guanine nucleotide-binding protein G(o) subunit alpha (Homo sapiens), P09471. actives lie on both sides. binding response (% of control), % at 10 µM. hit rate 0.35% among 220,000. AID 1439, 2008; in the data active = binding response below about 49% or above about 150%; inconclusive = no clear call, values can overlap the other calls; inactive = in between;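 also: fluorescent Galphao held in activated GDP-AlF4 state binding bead-coupled RGS7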
Bcl-2 Bim block: inhibitors of Bim-Bcl-2 binding, primary screen, biochemical, multiplexed, human Bcl-2 family. Apoptosis regulator Bcl-2 (Homo sapiens), P10415. Bead-based flow cytometry, Bim peptide-Bcl-2 binding. inhibition, % at 10 µM. hit rate 0.06% among 190,000. AID 950, 2007; in the data active = inhibition above about 40%; inconclusive = no clear call, values can overlap the other calls;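 also: 0% = no compound wells with probe peptide and 100% = reference peptide inhibitor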
Target sequence (P10415 whole entry, looked up): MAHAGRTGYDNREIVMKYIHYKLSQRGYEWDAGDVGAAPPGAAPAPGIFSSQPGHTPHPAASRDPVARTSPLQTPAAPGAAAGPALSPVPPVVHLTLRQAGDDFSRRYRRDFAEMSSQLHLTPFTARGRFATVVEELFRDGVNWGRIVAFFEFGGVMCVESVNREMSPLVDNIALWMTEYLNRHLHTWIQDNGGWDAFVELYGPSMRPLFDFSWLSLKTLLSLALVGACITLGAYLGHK
Mcl-1 Bim block: inhibitors of Bim peptide binding to Mcl-1, primary screen, biochemical, bead-based flow cytometry, multiplex; Induced myeloid leukemia cell differentiation protein Mcl-1 (Homo sapiens), Q07820; Bim peptide-Mcl-1 binding; inhibition, % at 10 µM; hit rate 0.1% among 190,000;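 also: 0% = no compound tracer wells and 100% = peptide blocker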
Mcl1 Noxa PPI: Mcl-1/Noxa binding inhibitors, primary screen, biochemical, TR-FRET, 1536-well | Induced myeloid leukemia cell differentiation protein Mcl-1 (Homo sapiens), Q07820 | TR-FRET Mcl-1/Noxa peptide binding, 2 h | inhibition, % at 21.7 µM | hit rate 1.5% among 220,000;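 active = compounds that cut the protein-peptide binding signal by more than 50% relative to plate controls in a single-dose test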;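 also: His-tagged Mcl-1 with rhodamine Noxa BH3 peptide and terbium anti-His antibody; 0% = Mcl-1 plus Noxa peptide wells and 100% = peptide-only wells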
Bfl-1 Bim block: inhibitors of Bim binding to Bfl-1, primary screen, biochemical, multiplexed, bead-based flow cytometry | Bcl-2-related protein A1 (Homo sapiens), Q16548 | Bim-Bfl-1 binding inhibition | inhibition, % at 10 µM | hit rate 0.12% among 190,000 | AID 1008, 2008;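 also: 0% = wells without compound plus tracer and 100% = blocker peptide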
Mcl1-Bid inh: Mcl-1/Bid binding inhibitors, primary screen, biochemical, TR-FRET, 1536-well | TR-FRET Mcl-1/Bid-Dy647 peptide binding | inhibition, % at 21.7 µM | hit rate 0.97% among 220,000;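 active = compounds that cut the binding signal by more than half at the single screening dose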;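 also: His-tagged Mcl-1 with europium anti-His antibody binding Bid BH3 peptide; 0% = Mcl-1 plus peptide wells and 100% = peptide-only wells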
Bcl-B Bim block: inhibitors of Bim-Bcl-B binding, primary screen, biochemical, multiplexed, human Bcl-2 family; AID 951, 2007; inhibition, % at 10 µM; Bcl-2-like protein 10 (Homo sapiens), Q9HD36; hit rate 0.073% among 190,000; bead-based flow cytometry, Bim peptide-Bcl-B binding;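 also: 0% = tracer peptide without compound and 100% = reference inhibitor peptide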
Target sequence (Q9HD36 whole entry, looked up): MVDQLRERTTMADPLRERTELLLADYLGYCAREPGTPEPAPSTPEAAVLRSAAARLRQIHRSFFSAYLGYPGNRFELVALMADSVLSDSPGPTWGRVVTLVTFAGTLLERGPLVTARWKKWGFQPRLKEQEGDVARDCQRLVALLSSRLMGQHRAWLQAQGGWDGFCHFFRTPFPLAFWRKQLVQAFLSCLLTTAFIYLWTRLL
Bcl-W Bim block: inhibitors of Bim binding to Bcl-W, primary screen, biochemical, multiplexed, bead-based flow cytometry | inhibition, % at 10 µM | Bcl-2-like protein 2 (Homo sapiens), Q92843 | hit rate 0.02% among 190,000 | Bim peptide-Bcl-W binding;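 also: 0% = bound tracer without compound and 100% = peptide blocker; higher means less fluorescent Bim peptide bound to Bcl-W beads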
Target sequence (Q92843 whole entry, looked up): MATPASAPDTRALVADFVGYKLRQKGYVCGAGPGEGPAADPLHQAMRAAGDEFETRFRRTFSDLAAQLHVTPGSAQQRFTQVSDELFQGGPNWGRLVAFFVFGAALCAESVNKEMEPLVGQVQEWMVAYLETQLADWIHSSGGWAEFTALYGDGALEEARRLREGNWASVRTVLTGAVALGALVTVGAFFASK
Starred values were filed as active, the others as inactive; ? = inconclusive; / = no result given. Rule as the data show it, unless noted: active = inhibition above about 40%.

SMILES | RGS4-Gao reg | Bim-Bcl-XL | RGS8-Gao | RGS7-Gao reg | Bcl-2 Bim block | Mcl-1 Bim block | Mcl1 Noxa PPI | Bfl-1 Bim block | Mcl1-Bid inh | Bcl-B Bim block | Bcl-W Bim block
O=C1Nc2cc(Cl)c(Cl)cc2N(O)N1c1cc(Cl)cc(Cl)c1 | 95 | 0 | 96 | 96 | -2 | 1 | -1 | 0 | -12 | 0 | -2
N#C/C(=N\Nc1cc(Cl)cc(Cl)c1)c1nnc2n1CCCCC2 | 107 | -2 | 103 | 97 | 0 | 1 | 24 | 2 | -11 | -1 | -1
COc1cc(CCCN2C(N)=NC[C@H]2Cc2ccc(O)cc2)cc(OC)c1OC | 99 | / | 100 | ? | / | / | 12 | / | -45 | / | /
COc1cc(S(=O)(=O)NCc2cccnc2)c(OC)cc1Br | 98 | -8 | 100 | 100 | -9 | -2 | -6 | -19 | -24 | -9 | 0
O=[N+]([O-])c1ccc(N2CCCC2)nc1N1CCCC1 | 101 | / | 103 | ? | / | / | -2 | / | -15 | / | /
N#Cc1c2n(c(=S)n(-c3ccc(OC(F)F)cc3)c1=O)CCCCC2 | 102 | -1 | 102 | 99 | -3 | 0 | 2 | -3 | -15 | -1 | 4
CCN(c1ccccc1)S(=O)(=O)c1cc(C(=O)Oc2ccc3c(C)cc(=O)oc3c2)ccc1C | 104 | -1 | 103 | 105 | -4 | 0 | 22 | -8 | -9 | -2 | -2
CCOC(=O)NC(=O)COC(=O)c1ccc(O)cc1 | 100 | 0 | 101 | ? | -1 | -2 | 4 | -5 | -24 | -2 | 0
O=C(Cc1ccc(F)cc1)N/N=C/c1ccc(-c2ccc(Cl)c(C(=O)O)c2)o1 | 102 | -1 | 104 | 99 | -1 | -1 | 23 | -6 | 0 | 0 | 0
N#C/C(=C\c1ccc(OC(=O)c2ccc(Br)s2)cc1)c1nc2ccccc2[nH]1 | 92 | 2 | 104 | 109 | 24 | 5 | 33 | 26 | 19 | 18 | 15
Cn1sc(=O)c2cc(S(=O)(=O)NC3CC3)ccc21 | 100 | / | 78 | ? | / | / | 11 | / | -96 | / | /
Cc1ccccc1OCCNc1cc(N2CC(C)NC(C)C2)ccc1[N+](=O)[O-] (configuration not stated) | 108 | -1 | 106 | ? | -1 | -3 | 20 | 0 | -17 | -2 | -3
CC(C)c1nc(C#N)c(N2CCOCC2)o1 | 102 | -9 | 102 | 100 | -3 | -3 | 2 | -3 | -5 | -5 | -4
O=C(c1ccccc1Cl)N1CCn2c1nc1ccccc12 | 101 | -5 | 104 | 103 | -2 | 1 | -10 | -5 | 7 | -1 | 0
CC(C)CNC(=O)c1ccccc1NC(=O)c1ccc(CSc2ccccc2)cc1 | 99 | -5 | 92 | 101 | -2 | -3 | 5 | -2 | 26 | -7 | 0
COc1ccc(C(=O)NCCc2nnc3ccc(SCC(=O)Nc4cc(C)on4)nn23)cc1 | 97 | 4 | 99 | 89 | 0 | 0 | -17 | -6 | 6 | -4 | 3
CCSc1nnc(-c2ccc(S(=O)(=O)N3CCCC3)cc2)n1C | 87 | -4 | 96 | 91 | -2 | 0 | -7 | -4 | 8 | 2 | -3
O=C(NCC1CCCO1)c1ccc2c(=O)n(CC3CCCO3)c(=S)[nH]c2c1 (configuration not stated) | 99 | -5 | 97 | 106 | -8 | -1 | 6 | -9 | -32 | -8 | 1
CCC(=O)c1ccc(OCC(=O)OCC(=O)Nc2sccc2C(N)=O)cc1 | 88 | 0 | 94 | 90 | 0 | 1 | 19 | 1 | -4 | -3 | 4
Cc1cc(C)nc(/N=c2/ssnc2Cl)c1 | 95 | -5 | 69 | 124 | -4 | -4 | 5 | 21 | -12 | -33 | 3
CCOC(=O)N1CCC(NC(=O)c2cc3c(=O)[nH]c4ccccc4c3n2C)CC1 | 101 | -1 | 100 | 102 | 0 | 19 | -3 | -1 | -21 | 4 | -2
O=C(O)c1cccc(CN2C(=O)S/C(=C/c3ccccc3[N+](=O)[O-])C2=O)c1 | 102 | / | 100 | ? | / | / | -3 | / | -14 | / | /
COc1ccccc1NC(=O)C(CC(C)C)NC(=O)C1CCCCC1 (configuration not stated) | 109 | 1 | 106 | 108 | 0 | 0 | 7 | 0 | 3 | 1 | 0
Cc1c(Br)c([N+](=O)[O-])nn1C(C)C(=O)NCC1CCCO1 (configuration not stated) | 100 | -1 | 100 | 97 | 0 | 3 | 13 | -3 | -12 | 0 | 1
Cc1cccc(N(CC(=O)NCc2ccco2)C(=O)CCC(=O)Nc2ccccn2)c1 | 100 | -5 | 99 | 97 | -5 | -2 | 0 | -14 | 0 | -6 | -3
Cc1nc(NC(=O)c2ccccc2)sc1-c1csc(NCCc2ccccc2)n1 | 107 | 0 | 104 | 104 | 0 | -1 | 19 | 0 | -71 | 0 | 0
C=CCn1c(SCc2cc(C(=O)OC)c(C)o2)nnc1-c1ccncc1 | 103 | -6 | 106 | 104 | -9 | -1 | 3 | -12 | -15 | -6 | -3
O=[N+]([O-])c1ccc(N/N=C/c2cn(-c3ccccc3)nc2-c2ccccc2)cc1 | 101 | 0 | 102 | 97 | -1 | -2 | 33 | 0 | 0 | -3 | 2
CN(C)CCCN(C(=O)c1cccc(N2C(=O)CCC2=O)c1)c1nc2cc3c(cc2s1)OCO3 | 100 | -3 | 101 | 90 | -4 | 0 | 19 | -5 | -28 | -1 | 0
Cc1ccc(/C=C/S(=O)(=O)Nc2ccc(C)cc2)cc1 | 100 | -2 | 102 | 98 | -1 | -1 | 7 | 0 | 9 | 0 | 0
COc1ccc2nc(N3C(=O)CC(C(C)c4ccccc4)C3=O)sc2c1 (configuration not stated) | 101 | -4 | 100 | 99 | 0 | -2 | 8 | -5 | -16 | -3 | -4
COc1ccc(C)cc1NC(=S)NC12CN3CN(CN(C3)C1)C2 | 102 | -3 | 99 | 107 | 0 | -1 | 10 | -3 | -35 | -5 | 0
CCCCOC(=O)Nc1nccs1 | 96 | -5 | 99 | 94 | -10 | -2 | 16 | -14 | -1 | -6 | 1
Cc1nc2cc(-c3cccc(F)c3)nn2c(C)c1CCC(=O)NC(C)CCc1ccco1 (configuration not stated) | 102 | -1 | 103 | 99 | -7 | 2 | 26 | -7 | -10 | -5 | 5
CC1CC(C)CN(CC(=O)NCCc2ccc(S(N)(=O)=O)cc2)C1 (configuration not stated) | 102 | 1 | 101 | 103 | 2 | 0 | 15 | -4 | 3 | 3 | -2
COc1ccc(-c2nnc(-c3cc(OC)c(OC)c(OC)c3)o2)cc1OC | 93 | -1 | 79 | 94 | 8 | 1 | 29 | 7 | 21 | -5 | 1
CN(C(=O)COC(=O)c1ccc(-c2ccc(O)cc2)cc1)C1CCS(=O)(=O)C1 (configuration not stated) | 102 | / | 98 | ? | / | / | 11 | / | -35 | / | /
Cc1ccc(C(=O)NCC(=O)OC(C)C(=O)NCCC2=CCCCC2)cc1C (configuration not stated) | 100 | -3 | 100 | 102 | -2 | -1 | -1 | 0 | -1 | -2 | -2
O=C1C2C3c4ccccc4C(c4ccccc43)C2C(=O)N1Cc1cccnc1 (configuration not stated) | 102 | -4 | 102 | 102 | -7 | -1 | -2 | -15 | -5 | -8 | 1
O=C(COC(=O)C1CCN(S(=O)(=O)c2cccc3cccnc23)CC1)c1ccc(F)cc1 | 107 | 6 | 114 | 101 | -1 | 1 | / | 0 | -10 | 0 | -1
CCN1C(=O)c2ccccc2S(=O)c2ccc(C(=O)N3CCCCCC3)cc21 (configuration not stated) | 98 | -1 | 95 | 100 | -1 | -2 | -2 | -3 | -11 | -3 | -1
NC(=O)/C(=C\c1ccncc1)c1cccc2ccccc12 | 100 | / | 102 | ? | / | / | -3 | / | -10 | / | /
CC(=O)Nc1ccc(NC(=S)NC(=O)c2ccc([N+](=O)[O-])cc2)cc1 | 101 | -1 | 103 | 101 | 0 | 0 | 20 | 2 | -53 | -1 | 1
CC(=O)Nc1nc(CC(C)C)cc(-c2ccccc2)c1C#N | 108 | / | 103 | ? | / | / | -13 | / | -13 | / | /
O=C(Cn1nnc2c(cnn2-c2ccccc2)c1=O)NCc1cccs1 | 93 | 11 | 93 | 92 | 2 | 2 | / | 4 | -22 | 2 | -2
Cc1ccnc(N/C=C(\C#N)c2nc(-c3cccc(Br)c3)cs2)c1 | 105 | -4 | 101 | 113 | -11 | 0 | 61* | -7 | 73* | -15 | 4
CCCC(=O)NC(c1ccccc1Cl)c1c(O)ccc2ccccc12 (configuration not stated) | 102 | 3 | 100 | 102 | 0 | 4 | 29 | 5 | -30 | 1 | 1
COc1ccc(NC(=O)NCCCN2CCN(c3cc(C)ccc3C)CC2)cc1 | 105 | -2 | 103 | 100 | -6 | 2 | 55* | -10 | -14 | -3 | 0
CCOc1ccccc1NC(=O)CN(C)S(=O)(=O)c1cnc[nH]1 | 101 | -2 | 98 | 98 | -5 | 1 | -20 | -5 | -2 | -1 | 0
COC(=O)c1cc(OC)nc(OC)c1 | 97 | / | 99 | ? | / | / | 10 | / | -11 | / | /
CCN(C(=O)CSc1ccc2c(c1)OCCO2)C1CCS(=O)(=O)C1 (configuration not stated) | 96 | -6 | 96 | 100 | -11 | -1 | -10 | -9 | 9 | -8 | 0
CCOC(=O)NNC(=O)C12CC3CC(CC(C3)C1)C2 | 94 | -6 | 95 | 92 | 3 | -1 | -4 | -4 | -19 | -10 | 0
Fc1ccc2nc(N3CCCC3)sc2c1 | 98 | -1 | 99 | ? | -5 | -2 | 6 | -7 | -22 | -3 | -1
COc1ccc(C)cc1NC(=O)CN(C)S(=O)(=O)c1cnc[nH]1 | 100 | -1 | 101 | 100 | -6 | 1 | 4 | -10 | -11 | -4 | 1
CC(/C=N/n1c(-c2n[nH]c3c2CCC3)n[nH]c1=S)=C\c1ccco1 | 95 | / | 97 | ? | / | / | 43 | / | -198 | / | /

Part of the list above in order of molecular weight, ascending.
SMILES | RGS4-Gao reg | Bim-Bcl-XL | RGS8-Gao | RGS7-Gao reg | Bcl-2 Bim block | Mcl-1 Bim block | Mcl1 Noxa PPI | Bfl-1 Bim block | Mcl1-Bid inh | Bcl-B Bim block | Bcl-W Bim block
CC(=O)Nc1nc(CC(C)C)cc(-c2ccccc2)c1C#N | 108 | / | 103 | ? | / | / | -13 | / | -13 | / | /
CCCC(=O)NC(c1ccccc1Cl)c1c(O)ccc2ccccc12 (configuration not stated) | 102 | 3 | 100 | 102 | 0 | 4 | 29 | 5 | -30 | 1 | 1
CCN(C(=O)CSc1ccc2c(c1)OCCO2)C1CCS(=O)(=O)C1 (configuration not stated) | 96 | -6 | 96 | 100 | -11 | -1 | -10 | -9 | 9 | -8 | 0

Screening results as filed in PubChem.

Hits appear at their usual frequency; any-hit rate near 2.7%.
